NLRP3 yeast inh: inhibitors of NALP3 inflammasome in yeast; Yeast reconstituted NLRP3/ASC/caspase-1, beta-gal luminescence, 24 h; hit rate 0.39% among 330,000; inhibition, % at 10 µM;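 active = inhibition of 50% or more; inactive = inhibition below 50%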;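 also: plate controls were induced DMSO wells for no effect and uninduced yeast grown without galactose for full effect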
SENP6 block: inhibitors of human SENP6 protease; Q9GZR1; Recombinant SENP6 catalytic domain, aminoluciferin luminescence; inhibition, % at 10 µM; hit rate 1.8% among 330,000; AID 2599;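 active = inhibition above about 50% at the single tested dose, limit read from the data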;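 also: plate controls were DMSO wells with enzyme for no effect and DMSO wells lacking enzyme for full effect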
Target sequence (Q9GZR1 628-1112 limits assumed): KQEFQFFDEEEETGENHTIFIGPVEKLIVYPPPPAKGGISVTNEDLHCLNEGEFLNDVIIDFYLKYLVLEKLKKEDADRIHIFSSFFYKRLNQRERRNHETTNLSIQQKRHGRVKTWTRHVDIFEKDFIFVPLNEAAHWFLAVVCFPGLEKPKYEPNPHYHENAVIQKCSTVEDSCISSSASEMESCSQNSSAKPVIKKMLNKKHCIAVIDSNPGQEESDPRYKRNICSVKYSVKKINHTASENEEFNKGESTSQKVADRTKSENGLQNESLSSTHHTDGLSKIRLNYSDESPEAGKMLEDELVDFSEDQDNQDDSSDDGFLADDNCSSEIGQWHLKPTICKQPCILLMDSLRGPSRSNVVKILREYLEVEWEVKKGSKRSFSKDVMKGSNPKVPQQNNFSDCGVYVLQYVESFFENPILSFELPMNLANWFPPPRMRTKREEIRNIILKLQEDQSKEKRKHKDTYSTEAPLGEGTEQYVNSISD
SENP7 block: inhibitors of human SENP7 protease; inhibition, % at 5 µM; recombinant SENP7, Z-RLRGG-aminoluciferin luminescence, 40 min; AID 434973; Q9BQF6; hit rate 1.5% among 330,000;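 active = inhibition above about 50% at the single test dose, limit read from the data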;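 also: plate controls were DMSO with enzyme for no effect and no enzyme buffer wells for full effect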
Apaf-1 inh: inhibitors of human Apaf-1 apoptosome; O14727; reconstituted apoptosome caspase-3 activity, DEVD-Rh110 fluorescence; inhibition, % at 20 µM; hit rate 0.71% among 330,000; AID 489030; active = inhibition of at least 40% at 20 µM;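 also: plate controls were DMSO wells for no effect and DEVD-CHO caspase inhibitor wells for full effect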
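Material: biochemical Apaf-1 apoptosome reconstitution. Medium: Hepes buffer, pH 7.5. Also added: cytochrome c activation, bis-DEVD rhodamine 110 substrate. Timing: 30 min compound preincubation, 50 min activation, room temperature. Measured by: rhodamine 110 fluorescence at Ex 480/Em 540 nm.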
HKDC1 inhibitor: inhibitors of human hexokinase HKDC1; Q2TB90; hit rate 0.16% among 340,000; recombinant HKDC1, G6PDH/diaphorase resazurin coupled fluorescence; inhibition, % at 20 µM; AID 493160;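 active = inhibition above about 35% when tested at 20 µM, limit read from the data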;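 also: plate controls were DMSO wells with enzyme for no effect and DMSO wells lacking enzyme for full effect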
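Assay system – recombinant HKDC1 (HK5) hexokinase enzyme, produced in-house · Input – HKDC1 at 5 µg/mL · Reagent – glucose plus 1 mM ATP as hexokinase substrates · Timing – 90 min reaction incubation at room temperature, dark · Measured by – G6PDH/diaphorase-coupled fluorescence, 1 mM NADP, 100 µM resazurin, 525/613 nm · Benchmarks – DMSO-enzyme wells negative, buffer-substituted wells positive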
SENP1 FRET inh: blocks the human SENP1 SUMO protease catalytic domain | Q9P0U3 | AID 624204 | inhibition, % at 10 µM | recombinant SENP1 catalytic domain, CyPet-SUMO1-YPet FRET cleavage | hit rate 0.21% among 360,000;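 active = inhibition at least 30% at 10 µM, raw YFP signal under a set limit, fluorescence ratio 0.5 to 1.5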;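 also: 0% = enzyme with DMSO and 100% = no enzyme wells; some results filed as inactive read as strong as hits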
Target sequence (Q9P0U3 419-644 limits assumed): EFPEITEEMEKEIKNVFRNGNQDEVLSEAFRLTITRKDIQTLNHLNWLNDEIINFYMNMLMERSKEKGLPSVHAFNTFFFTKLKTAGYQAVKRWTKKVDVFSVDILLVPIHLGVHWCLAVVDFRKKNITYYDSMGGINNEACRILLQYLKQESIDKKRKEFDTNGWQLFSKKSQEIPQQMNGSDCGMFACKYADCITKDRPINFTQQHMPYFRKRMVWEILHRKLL
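system = hSENP1 catalytic domain, recombinant | reagent = SFCypet-SUMO1-SFYpet substrate at 25 nM | doses = one dose per compound, 10 µM, 0.5% DMSO | incubation = enzyme reaction for 50 min at room temperature, dark | measured by = FRET, CFP and YFP emission | controls = no-enzyme low, enzyme-DMSO high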
PfGluPho inh: PfG6PD (Plasmodium falciparum) enzyme inhibition. AID 504690. hit rate 0.78% among 350,000. inhibition, % at 20 µM. PfGluPho enzyme, NADPH resazurin-diaphorase fluorescence;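 active = inhibition reaching at least a set limit at 20 µM in the primary screen, cut at about 59% in these data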;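 also: 0% = DMSO wells with substrate and 100% = DMSO wells lacking glucose-6-phosphate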
SENP8 block-1: blocks human SENP8 cleavage of Nedd8 substrate | Q96LD8 | recombinant SENP8, Nedd8 substrate fluorescence | inhibition, % at 20 µM | hit rate 0.64% among 360,000 | AID 602440; in the data active = inhibition mostly above about 40%, no sharp cut-off; inactive = mostly below about 27%
Target sequence (Q96LD8 whole entry, looked up): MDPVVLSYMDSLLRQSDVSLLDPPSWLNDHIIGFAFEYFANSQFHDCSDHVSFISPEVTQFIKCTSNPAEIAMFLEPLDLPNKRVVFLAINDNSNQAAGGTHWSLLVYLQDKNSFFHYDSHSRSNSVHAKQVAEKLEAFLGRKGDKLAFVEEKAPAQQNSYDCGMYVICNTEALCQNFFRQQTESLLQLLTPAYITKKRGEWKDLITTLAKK
SENP8 block-2: blocks the human protease SENP8 | hit rate 1.2% among 330,000 | inhibition, % at 10 µM | purified SENP8, Z-RLRGG-aminoluciferin cleavage, luminescence | AID 2540 | Q96LD8; in the data active = inhibition above about 50%
* marks the source's active call; other numbers are inactive results; i = inactive; · = not tested or not shown.

SMILES | NLRP3 yeast inh | SENP6 block | SENP7 block | Apaf-1 inh | HKDC1 inhibitor | SENP1 FRET inh | PfGluPho inh | SENP8 block-1 | SENP8 block-2
Nc1nc(N)nc(-c2ccc(Oc3ccccc3)cc2)n1 | 23.2 | -12.8 | 4.3 | -7.6 | -3.8 | 3.9 | -3.2 | -3.5 | -5.1
CC(=O)OC1CSc2nc3ccccc3n2C1 (stereo not given) | -14.0 | -1.7 | 0.6 | -18.9 | -6.1 | 1.6 | -3.8 | 15.6 | -0.8
CC(C)c1ccc(OCc2ccc(C(=O)N3CCCC3)o2)cc1 | 38.2 | -14.6 | 6.4 | 24.7 | -3.7 | -2.9 | -1.0 | -23.9 | -2.9
CC1(C)CC(=O)C2=C(C1)OC(N)=C(C#N)C21CCC2(CC1)OCCO2 | 8.3 | -7.8 | 4.6 | -7.8 | -7.7 | -15.6 | 2.5 | -19.8 | 6.6
Cc1ccccc1OCCCN1C(=O)C(=O)c2cccc(C)c21 | 16.5 | -7.8 | 6.1 | 36.7 | 36.8* | 2.4 | 36.5 | 13.0 | -4.7
CCN(CC)S(=O)(=O)c1csc(C(=O)Nc2ccccn2)c1 | 12.6 | 0.2 | 4.7 | 5.2 | 0.3 | 2.1 | 8.8 | 9.1 | 4.5
Cc1ccc(N2C(=O)C(O)(C(F)(F)F)C3=C2CC(C)(C)CC3=O)cc1C (stereo not given) | 0.1 | 2.7 | -2.9 | -0.8 | -0.4 | -1.6 | -22.8 | 9.3 | 1.4
CN1CCc2c(sc(N)c2C(N)=O)C1 | 12.7 | 22.8 | 10.7 | 7.1 | -11.8 | -25.0 | 15.2 | -190.8 | 2.3
CCOC(=O)NC(=S)Nc1ccc(C(C)(C)C)cc1Br | 21.0 | -4.1 | 3.8 | -2.4 | 3.9 | 1.9 | 4.8 | 9.3 | 3.4
O=c1[nH]cc(C(F)(F)F)cc1NS(=O)(=O)c1ccccc1[N+](=O)[O-] | -9.2 | 13.2 | -4.3 | 2.4 | -4.6 | -0.3 | 42.1 | 11.8 | 1.8
CC(C)CC(=O)Nc1ccc(-c2nc3ccccc3c(=O)o2)cc1 | 16.2 | 8.1 | 20.4 | 6.6 | -2.5 | 1.9 | -1.1 | -12.6 | -1.7
O=C(Nc1nccs1)C1CC(=O)N(c2ccc(F)cc2)C1 (stereo not given) | 0.3 | -7.8 | -0.7 | -4.6 | -3.8 | 1.4 | -9.6 | 7.5 | 0.4
COc1ccc(C2=NN(CC(=O)NCC(OC)OC)C(=O)CC2)cc1 | 29.6 | -7.0 | -4.8 | -1.1 | 1.6 | 0.1 | -1.0 | 7.1 | -12.8
CCCN(CC1CCCO1)C(=O)CCc1nnc(CCc2ccc(OC)cc2)o1 (stereo not given) | 7.2 | -6.1 | 7.1 | -4.6 | -7.5 | 0.8 | -4.1 | 20.6 | -8.1
Cc1cc(/C=C/C(=O)O)c(C)n1-c1ccc(Cl)cc1 | 19.7 | 9.6 | 12.2 | -0.3 | -12.0 | -5.7 | 17.0 | -15.5 | -7.5
Cc1occc1C(=O)NNC(=O)CN1C(=O)NC(C)(c2ccccc2)C1=O (stereo not given) | 12.7 | -7.6 | 11.3 | -4.7 | -3.0 | 1.3 | -4.7 | -9.1 | -13.3
CC1CCC(=C(C#N)C(=O)Nc2cccc(Cl)c2)CC1 (stereo not given) | 13.5 | -34.1 | 8.4 | 8.4 | -3.4 | -1.0 | 8.4 | 7.3 | -9.5
Nc1ccccc1Nc1cc(-c2cccc(Cl)c2)nn1-c1ccccc1 | 31.0 | 4.1 | -2.9 | 11.4 | 5.3 | 21.0 | 22.5 | -12.7 | -3.8
O=C(NCc1ccncc1)C1CCN(C(=O)c2cccc(Cl)c2)CC1 | 6.0 | -3.0 | 6.4 | 1.4 | -2.3 | 1.8 | 4.0 | 4.5 | 8.0
CCOC(=O)c1c(C)[nH]c(C(=O)COC(=O)c2ccc(F)c(S(=O)(=O)N3CCOCC3)c2)c1C | -3.3 | -11.9 | 3.2 | -2.2 | -6.4 | 0.4 | -21.4 | 9.5 | -2.7
COc1ccccc1-c1c(NC(=O)c2ccco2)n(-c2ccccc2)nc(C)c1=O | -4.7 | -2.9 | -0.5 | -11.0 | · | · | · | · | -1.9
CSCCC1NC(=O)N(CC(=O)Nc2ccc3c(c2)OCCO3)C1=O (stereo not given) | 3.4 | -2.3 | -5.3 | -8.8 | 3.4 | 1.9 | -4.5 | 2.6 | 11.8
O=C1CN(S(=O)(=O)c2ccccc2)CCN1 | 4.7 | 0.0 | 0.1 | 1.9 | 0.4 | 0.2 | -7.2 | 1.1 | 3.6
CCCNc1c(NC(=O)c2ccc3c(c2)OCO3)c(=O)oc2ccccc12 | 12.2 | -8.8 | -2.4 | 5.7 | -6.0 | 3.2 | 19.6 | 4.0 | -2.5
Cc1cc(OCC(O)CN(C)C(=O)C(C)Oc2ccccc2)ccc1Cl (stereo not given) | 17.3 | -9.1 | -3.9 | 6.0 | 0.5 | 1.7 | 10.1 | 16.6 | -16.1
CCc1cccc(NC(=O)C2CCCN2S(=O)(=O)c2ccccc2C(F)(F)F)c1 (stereo not given) | 13.2 | 0.3 | -8.6 | 16.9 | 2.1 | 2.0 | -1.3 | 5.7 | 3.2
Cc1cccc(OCC(=O)NNC(=O)c2cccs2)c1 | 8.7 | -36.5 | 1.3 | 3.1 | 5.7 | -0.1 | -7.3 | 15.4 | -4.8
Cc1ccc(NC(=O)CCC(=O)NNC(=O)COc2ccccc2)c(C)c1 | 4.5 | -14.7 | 11.0 | 4.7 | -8.5 | 1.6 | -2.8 | 18.8 | 4.7
COc1cc(OC)cc(-c2n[nH]c(=S)n2-c2ccc3c(c2)OCCO3)c1 | 3.3 | -22.8 | -1.6 | -6.3 | 9.7 | 2.9 | 40.0 | -76.7 | -13.5
CCOc1ccc(NC2C=CS(=O)(=O)C2)cc1 (stereo not given) | -3.1 | 4.5 | 7.9 | 0.6 | 3.6 | -28.9 | 22.5 | 10.7 | -1.2
COc1ccccc1OCC(=O)Nc1ccc2c(c1)OCCO2 | 30.6 | 0.3 | -10.2 | -4.5 | 1.8 | 0.0 | -11.2 | 12.7 | 3.2
CC(=O)Nc1ccc(NC(=O)C(C)OC(=O)CCN=C2NS(=O)(=O)c3ccccc32)cc1 (stereo not given) | 11.1 | -12.1 | -1.0 | 0.8 | -8.8 | 0.9 | -9.1 | 4.8 | 2.9
Cn1c(=O)[nH]c(=O)c2c1nc(SCCO)n2CC(O)COc1ccccc1 (stereo not given) | -1.1 | -15.6 | -14.1 | 10.3 | -11.7 | 0.4 | 49.4 | 3.3 | -12.0
C=CCN=C1N[C@@H](c2ccccc2)C(C(=O)OC)=C(C)N1CC | 14.7 | 1.4 | -3.7 | 0.8 | -5.7 | -12.2 | 9.1 | 2.7 | 2.5
N#Cc1ccc(C(=O)Nc2cc(-c3ccc(F)cc3)nn2-c2ccccc2)cc1 | 18.7 | 10.1 | -2.9 | 5.5 | 0.0 | 3.6 | 3.6 | -2.8 | 3.4
O=C(Cn1cc([N+](=O)[O-])nc1[N+](=O)[O-])N1CCN(c2ccccc2)CC1 | -1.2 | 10.6 | 16.9 | -11.5 | 9.1 | 3.2 | 29.1 | 23.6 | 3.0
O=C(NC(=S)Nc1cccnc1)c1ccccc1 | -0.6 | -17.2 | -12.4 | 7.1 | 6.8 | 0.3 | -1.0 | 18.6 | -5.0
CCSc1nnc(NC(=O)c2cccnc2Cl)s1 | -6.7 | 26.1 | -2.4 | 6.3 | -1.3 | -1.5 | -5.4 | 5.9 | -12.9
CCCOP(=O)(OCCC)C(Nc1ccc(C(=O)O)cc1)c1ccccc1 (stereo not given) | 18.9 | -23.3 | -1.7 | -9.9 | -1.8 | 0.2 | -36.7 | -94.3 | 1.4
COc1ccc(CNc2nc(C)cc(C)c2C#N)cc1 | 24.8 | -12.2 | -7.3 | 2.4 | -0.6 | 0.9 | -27.1 | -431.8 | -4.0
COc1cc2c(cc1OC)CN(C(=O)CN1C(=O)NC3(CCC(C)CC3)C1=O)CC2 (stereo not given) | 1.4 | -5.4 | 4.8 | -10.0 | -4.0 | 1.2 | -4.2 | -11.1 | -3.4
COc1nccnc1NS(=O)(=O)c1ccc(NC(=S)NC(=O)c2ccc(F)cc2)cc1 | 14.0 | 85.8* | 69.3* | -3.0 | 5.1 | -0.8 | -29.6 | 22.3 | 77.9*
NS(=O)(=O)c1ccc(N2N=C(c3ccc(Br)cc3)CC2c2ccc(F)cc2)cc1 (stereo not given) | -7.6 | -18.6 | -9.4 | 26.1 | -4.1 | 4.2 | 14.9 | i | -12.4
COc1ccc(CCNC2CCc3ccccc3C2)cc1 (stereo not given) | 5.9 | 0.1 | -3.8 | -8.2 | -5.3 | 0.5 | 2.9 | 17.0 | 1.6
COc1ccccc1N(CC(O)Cn1nc(C)cc1C)S(=O)(=O)c1ccccc1 (stereo not given) | 11.6 | 3.0 | -2.1 | -0.2 | -6.4 | 2.6 | 0.9 | 13.1 | 7.2
Oc1ccc(N=Nc2ccc(Br)cc2)c(O)c1 | 57.9* | 98.8* | 88.6* | 5.9 | 3.2 | 4.1 | -6.5 | 26.8 | 95.6*
COC(=O)c1cc(C)c(C)cc1NC1OC(CO)C(O)C1O (stereo not given) | · | · | · | · | 0.6 | -1.4 | 0.4 | -467.0 | ·
CCCn1nc(C(=O)Nc2ccc(-n3cnnn3)cc2)c2ccccc2c1=O | 12.7 | -1.1 | 10.4 | 70.6* | -3.6 | 0.3 | -3.1 | -30.4 | -0.6
COc1cccc(OCCOc2c(OC)cccc2OC)c1 | 35.9 | -11.2 | -4.1 | 3.7 | 4.4 | 2.0 | 11.1 | 26.1 | -16.4
O=C(CCN1C(=O)c2ccccc2S1(=O)=O)Nc1ccc2c(c1)OCCO2 | 13.6 | -17.9 | -7.9 | -0.7 | -0.2 | 3.4 | -17.0 | 3.7 | -16.3
CC(NC(=O)CSc1ccccc1C(=O)O)C1CC2CCC1C2 (stereo not given) | 13.1 | 19.6 | -6.1 | -4.1 | -9.1 | 1.8 | 1.2 | 19.9 | 3.5

4 entries out of the list above, arranged by the number in PfGluPho inh, highest first:
| canonical_smiles | PfGluPho inh |
| --- | --- |
| COc1ccc(CCNC2CCc3ccccc3C2)cc1 (stereo not given) | 2.9 |
| CCCn1nc(C(=O)Nc2ccc(-n3cnnn3)cc2)c2ccccc2c1=O | -3.1 |
| Oc1ccc(N=Nc2ccc(Br)cc2)c(O)c1 | -6.5 |
| COc1nccnc1NS(=O)(=O)c1ccc(NC(=S)NC(=O)c2ccc(F)cc2)cc1 | -29.6 |

Random draw from the library; any-hit rate near 4.1%.
